# Compound activity from PubChem.
# FXIIa inh 1536 = blocks human coagulation factor XIIa protease activity. P00748. purified FXIIa, Boc-QGR-AMC fluorogenic substrate, 2 h. inhibition, % at 5 µM. 220,000 compounds, 0.3% hits. AID 800; in the data active means inhibition above about 40%;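 further: 0% = enzyme with no compound and 100% = blank without enzyme; many of its hits are not listed in these tables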
# Target sequence (P00748 20-372 limits assumed): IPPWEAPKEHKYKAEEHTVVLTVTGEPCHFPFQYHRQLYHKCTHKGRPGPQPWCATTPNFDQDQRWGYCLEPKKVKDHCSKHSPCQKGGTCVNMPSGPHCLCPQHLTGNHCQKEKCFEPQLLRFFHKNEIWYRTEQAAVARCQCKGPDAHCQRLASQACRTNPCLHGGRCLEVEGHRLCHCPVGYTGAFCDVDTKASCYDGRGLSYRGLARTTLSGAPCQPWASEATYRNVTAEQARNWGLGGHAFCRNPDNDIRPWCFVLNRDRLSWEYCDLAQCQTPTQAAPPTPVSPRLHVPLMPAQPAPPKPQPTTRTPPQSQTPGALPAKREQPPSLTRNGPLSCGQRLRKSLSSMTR
# Target sequence (P00748 373-615 limits assumed): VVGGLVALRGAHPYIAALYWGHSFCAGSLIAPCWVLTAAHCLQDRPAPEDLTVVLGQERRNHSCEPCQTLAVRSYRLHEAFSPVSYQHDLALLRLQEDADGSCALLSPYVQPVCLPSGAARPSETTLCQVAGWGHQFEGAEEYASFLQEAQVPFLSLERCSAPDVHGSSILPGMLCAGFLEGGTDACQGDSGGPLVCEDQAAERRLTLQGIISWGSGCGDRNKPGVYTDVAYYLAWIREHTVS
# TNF death inh = blocks TNF-alpha induced death of Jurkat FADD-/- cells | Jurkat FADD-/- TNF necroptosis rescue, ATP luminescence, 24 h; 0 = TNF only, 100 = no-TNF cells | activation (protection from cell death), % at 10 µM | 220,000 compounds, 0.068% hits;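 active means activation, meaning protection from cell death, of at least 50% relative to plate controls; inactive means activation below 50%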;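 further: necroptosis triggered by 40 ng/mL TNF-alpha added together with compound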
# PPC-1+TRAIL kill = PPC-1 cancer cell killing with TRAIL present. PPC-1 cells + TRAIL, ATPLite viability luminescence. 220,000 compounds, 0.41% hits. cell killing (% activity), % at 4 µM. AID 1443;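 active means cell killing above 50% in the first pass at 4 µM, then a duplicate retest at 5 µM averaging 50% or more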;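 further: plate controls were cells with TRAIL plus DMSO for no effect and medium-only wells lacking cells for full effect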
# zVAD death inh = blocks zVAD induced death of L929 cells. L929 zVAD necroptosis rescue, ATP luminescence, 24 h; with zVAD 60 µM. viability rescue, % at 10 µM. 220,000 compounds, 0.38% hits;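 active means activation, scaled between plate controls, above about 75%, limit read from the data; inactive means activation under that limit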;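 further: 0% = zVAD with DMSO and 100% = DMSO alone without zVAD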
# TbHK1 inh = blocks Trypanosoma brucei hexokinase 1 activity | 220,000 compounds, 0.11% hits | recombinant TbHK1, G6PDH-coupled NADH A340 | inhibition, % at 10 µM;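 active means inhibition of 50% or more in the single-dose primary screen; inactive means inhibition below 50%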
# Wee1 degr inh = blocks degradation of human Wee1 kinase; HeLa Luc-Wee1K328M stability, luciferase luminescence; 100% = proteasome inhibitor MG132 effect; AID 1321; 220,000 compounds, 1.2% hits; reporter increase, % at 5 µM;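 active means activation above the mean of all tested compounds plus 3 SD, set per screening run, cut at about 8.8% in these data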;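 further: cells exposed to compound for 20 h before luminescence read; 0% = DMSO alone and 100% = MG132 at 30 µM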
# EP2 antag = EP2 receptor (human) inhibition; AID 1422; C6 glioma cells expressing human EP2, cAMP TR-FRET; cells stimulated with saturating PGE2; 260,000 compounds, 0.52% hits; inhibition, % at 25 µM; P43116;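 active means percent inhibition above 40 after rounding to a whole number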;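 further: rat C6 glioma host cells with rolipram phosphodiesterase inhibitor present; the protocol text gives 20 µM as final concentration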
# Target sequence (P43116 whole entry, looked up): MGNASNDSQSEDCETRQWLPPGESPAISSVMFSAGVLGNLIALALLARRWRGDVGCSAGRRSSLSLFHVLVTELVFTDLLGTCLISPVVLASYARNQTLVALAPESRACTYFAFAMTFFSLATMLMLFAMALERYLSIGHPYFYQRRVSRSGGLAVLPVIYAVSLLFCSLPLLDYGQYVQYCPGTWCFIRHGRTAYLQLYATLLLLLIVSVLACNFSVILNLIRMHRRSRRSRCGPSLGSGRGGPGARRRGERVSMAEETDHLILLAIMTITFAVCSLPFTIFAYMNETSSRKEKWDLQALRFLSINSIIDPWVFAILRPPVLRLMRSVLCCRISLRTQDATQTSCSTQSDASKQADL
# FXIa inh 1536 = blocks human coagulation factor XIa protease activity; P03951; purified FXIa, Boc-Glu-Ala-Arg-AMC fluorogenic substrate; inhibition, % at 5 µM; 220,000 compounds, 0.14% hits;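 active means inhibition of at least 40%; inactive means inhibition below 40%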;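 further: fluorescence of freed AMC excited at 355 nm; 0% = enzyme without compound and 100% = no enzyme blank; many of its hits are not listed in these tables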
# CHOP inhibitor = blocks CHOP induction under ER stress; CHO-K1 CHOP-promoter luciferase, tunicamycin-induced, 15-18 h; inhibition, % at 10 µM; 220,000 compounds, 3.8% hits; AID 2732;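 active means compounds that reduced the stress-induced luciferase reporter signal by more than about 70% of percent inhibition, limit read from the data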;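 further: 0% = tunicamycin plus vehicle and 100% = wells without tunicamycin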
# An asterisk follows results filed as active; . = no result given.
SMILES,FXIIa inh 1536,TNF death inh,PPC-1+TRAIL kill,zVAD death inh,TbHK1 inh,Wee1 degr inh,EP2 antag,FXIa inh 1536,CHOP inhibitor
CCCNC(=O)NC(=O)CSc1nnc(C)n1N,11.5,0.8,12.6,0.3,-12.2,0.2,14.4,-1.7,3.8
COc1cccc(NC(=O)N2CCCC2C(=O)NCC(C)C)c1 (stereo unspecified),15.6,0.0,0.2,-0.1,2.8,0.4,1.6,1.9,-1.0
O=C(Nc1ccc2c(c1)nc1n2CCCCC1)c1cc(S(=O)(=O)N2CCOCC2)ccc1Cl,30.3,-5.9,28.2,0.0,-0.3,4.4,25.6,17.3,.
OCCNc1cc(Cl)ncn1,8.2,2.1,6.2,0.4,-7.2,0.4,4.8,1.8,6.0
CCOc1ccc2nc(NS(=O)(=O)Cc3ccccc3)sc2c1,0.7,-19.3,4.2,-1.7,5.1,-0.2,2.8,-4.7,-11.5
CCOC(=O)CSCC(=O)Nc1ccc(S(=O)(=O)N2CCCCC2)cc1,16.0,0.3,23.2,-0.2,-0.8,1.8,16.9,3.8,10.8
CCC(C)NC(=O)c1cccc(OCc2c(C)noc2C)c1 (stereo unspecified),8.7,-1.7,8.1,0.9,2.8,-0.3,1.5,-1.9,0.9
N=C1C=CC=C2C1=NC1(CCCCC1)N2O,11.9,-3.4,0.0,1.9,-11.4,-1.8,10.4,32.4,23.8
Oc1ccccc1-c1nc2c3ccccc3c3ccccc3c2[nH]1,-30.0,0.3,13.5,-0.3,-29.9,-0.7,3.8,-38.4,-0.7
Fc1ccccc1-c1[nH]ncc1-c1nnnn1-c1ccccc1,-1.5,-1.4,1.7,1.0,8.0,0.5,16.5,-4.8,3.2
O=C(Cn1cnc2ccccc21)OCC(=O)N1CCc2ccccc2C1,8.4,-0.5,10.4,2.0,2.1,-3.4,3.3,2.1,12.9
CCOc1cc(/C=C2\C(=O)N(CCC#N)N=C2C)ccc1OCC(N)=O,8.0,-1.6,5.9,7.9,-3.5,3.5,0.1,-0.8,18.3
O=C(c1ccc(N2CCOCC2)cc1[N+](=O)[O-])N1CCOCC1,0.2,-0.1,-8.9,-0.2,-1.3,-0.5,6.6,-5.7,14.9
O=S(=O)(c1cc(Cl)ccc1Cl)N1CCCCC1,7.5,-3.3,-1.6,0.0,0.8,-2.2,6.5,-7.1,56.2
COC(=O)c1ccccc1NC(=O)CS(=O)(=O)Cc1nc(-c2ccc(C)cc2)oc1C,39.6,-3.7,17.4,1.2,0.1,-1.3,13.6,27.9,66.0
CC1=C(C)[N+](=O)C2(O)CCCCC2(C)N1[O-] (stereo unspecified),13.3,-1.1,-1.8,-0.4,-30.7,-2.0,12.5,-0.7,-0.2
COc1ccc(C2C3=C(CCCC3=O)Nc3nc(C(F)(F)F)nn32)cc1OC (stereo unspecified),18.5,-5.6,21.5,-0.5,-12.4,-0.7,11.4,3.6,-1.3
Oc1c(C(c2ccc(F)cc2)N2CCc3ccccc3C2)sc2ncnn12 (stereo unspecified),2.1,1.4,.,3.5,-4.0,0.0,10.2,-10.4,9.0
CC(O)CNCCOc1ccccc1-c1ccccc1 (stereo unspecified),9.8,-0.2,5.4,-1.1,-0.3,1.0,2.5,1.6,4.5
COc1cccc(-n2nnnc2SCC(=O)Nc2cccc(NC(C)=O)c2)c1,14.7,-1.9,12.0,0.6,2.9,-1.6,8.5,10.2,50.8
COc1cc(/C=C/C(=O)OC(C)C(=O)Nc2c(C)n(C)n(-c3ccccc3)c2=O)ccc1OCC#N (stereo unspecified),8.8,-0.4,21.0,0.7,-10.8,-3.1,6.0,1.1,4.0
CN(C)c1cccc2c(/C=N/O)ccc(N(C)C)c12,1.6,0.3,1.0,-0.6,4.3,-0.8,1.1,-1.5,5.1
Cn1c(-c2c(N)n(-c3ccccc3)c3nc4ccccc4nc23)nc2ccccc21,8.8,3.1,27.8,0.5,-20.0,5.7,7.6,2.4,73.9*
Cc1cc(C(=O)NNC(=O)c2cccc(C(F)(F)F)c2)no1,9.0,2.8,13.0,-0.3,-18.0,-3.1,12.5,-4.0,11.7
CCc1ccccc1Nc1nc2ccccc2n1C(C)C,4.1,1.3,-0.1,0.5,-0.8,1.7,3.1,-4.5,-3.8
Cn1c(N)c(C(=O)COC(=O)c2cccs2)c(=O)n(C)c1=O,8.9,0.3,12.0,2.2,0.6,-0.8,24.1,-3.5,27.5
CC(C)NC(=O)NC(=O)COC(=O)c1ccc([N+](=O)[O-])cc1Cl,8.1,-0.6,-7.6,6.7,1.3,-1.3,4.6,-3.8,-4.9
O=C(CC1CCCCC1)NCc1cn2ccsc2n1,8.4,-9.6,10.0,0.1,5.4,-0.1,1.9,0.0,3.3
O=C(Nc1cc(Cl)cc(Cl)c1)C(NCC1CCCO1)c1ccccc1 (stereo unspecified),6.0,5.9,7.6,4.9,0.1,0.3,3.5,6.5,21.5
Cn1c(-c2ccc(F)cc2)cnc1SCC(=O)NNC(=O)Cc1ccccc1,0.2,0.1,-1.7,1.7,6.9,1.4,7.4,-4.8,-10.2
CC(C)(C)c1cc(C(=O)N/N=C/c2ccc(F)cc2)n(-c2ccccc2)n1,-1.9,-5.2,9.5,3.0,-0.7,-0.5,-4.2,-10.5,41.7
S=C(NCc1ccc(Cl)cc1)NN1CCOCC1,5.6,0.5,6.4,16.6,2.3,-0.3,0.7,5.2,19.6
Nc1ccc2[nH]ncc2c1,8.7,-5.8,-7.9,2.7,-6.9,1.4,11.6,8.1,9.8
Cc1ccc(C(C)NC(=O)c2c(C)noc2C)cc1C (stereo unspecified),-1.4,-1.4,28.2,-0.1,-2.7,-3.0,3.9,3.2,0.5
CCOC(=O)/C(=C/Nc1ccccc1)[N+](=O)[O-],0.9,0.9,7.8,0.4,-20.2,-2.5,7.5,-4.1,-6.9
C/C(CC(=O)NCc1ccccc1)=N\NC(N)=S,8.6,0.2,3.2,0.2,0.1,-1.8,9.9,-4.0,-5.9
CCOc1ccccc1CNC(=O)c1cc2oc3ccccc3c2n1C,18.9,-4.9,13.0,-0.1,-3.1,-2.3,5.2,4.6,43.3
COC(=O)c1cc2c(C)[nH]c(C)c2cc(C(=O)OC)c1=O,4.9,0.0,1.0,-0.2,-12.6,1.4,15.5,2.0,-12.4
O=C(CSc1ccc2nnc(-c3ccc(Cl)cc3)n2n1)N1CCCc2ccccc21,10.9,0.2,3.0,0.8,-9.5,-1.3,15.9,4.8,22.9
COc1ccc(/C=N/NC(=O)c2cccnc2)cc1Cn1nc([N+](=O)[O-])c(Br)c1C,6.9,-6.3,13.6,0.1,-27.8,3.6,13.9,-4.1,-12.5
CCOc1ccc(-n2c(SCc3cc(=O)oc4cc(C)c(C(C)C)cc34)nnc2-c2cccnc2)cc1,4.0,2.1,14.7,-1.2,-15.6,5.1,4.2,-6.4,40.2
O=C1CN(C(=O)COC(=O)C23CC4CC(CC(O)(C4)C2)C3)c2ccccc2N1,-1.1,-1.1,7.3,-0.2,-4.5,-3.4,15.4,1.1,10.7
Cc1ccccc1NCC(=O)N=Nc1c(O)[nH]c2ccc([N+](=O)[O-])cc12,11.2,-1.7,-4.5,0.2,-23.4,-1.6,12.5,7.1,-6.6
CCOC(=O)c1cc2c(C)n(-c3ccc(OCC)cc3)c(C)c2cc(C(=O)OCC)c1=O,7.9,2.9,13.9,0.6,-0.7,4.4,2.6,6.2,3.9
O=C1CC(N2CCN(c3ncccn3)CC2)C(=O)N1CCc1ccccc1 (stereo unspecified),7.3,-0.4,7.9,-0.5,-0.4,6.1,6.2,-2.8,0.8
COc1cccc(C(=O)Nc2ncc3c(n2)CC(C)CC3=O)c1 (stereo unspecified),8.7,-0.9,14.0,0.3,1.3,-0.8,14.5,-4.5,-8.1
CCOC(=O)C1=C(C)N=c2s/c(=C/c3ccco3)c(=O)n2C1c1cccc(OC)c1 (stereo unspecified),15.4,-6.6,15.7,-0.3,-14.5,-0.5,4.4,8.1,-1.0
Cc1c(C(=O)N2CCCCC2)sc(NC(=O)C23CC4CC(CC(C4)C2)C3)c1C#N,.,0.3,.,0.1,1.9,-2.1,19.5,.,.
CC1(C)OC(=O)C(=NNc2ccccc2C(=O)O)C(=O)O1,6.1,2.2,9.7,0.7,-78.9,2.1,5.7,-1.5,10.1
Cc1ccc(-c2nc(NC(=O)CSc3nnc(C)s3)ns2)cc1,-1.2,-1.8,23.7,0.5,-1.1,1.0,8.8,-6.7,13.6
CCC(C)(C(=O)NC1CCCCC1)N(Cc1ccco1)C(=O)CC1NC(=O)NC1=O (stereo unspecified),18.6,0.8,24.1,-0.5,0.2,7.7,12.7,3.3,5.3

# Another view of part of the listing above.
COc1cccc(C(=O)Nc2ncc3c(n2)CC(C)CC3=O)c1 (stereo unspecified)
  FXIIa inh 1536: 8.7 | TNF death inh: -0.9 | PPC-1+TRAIL kill: 14.0 | zVAD death inh: 0.3 | TbHK1 inh: 1.3 | Wee1 degr inh: -0.8 | EP2 antag: 14.5 | FXIa inh 1536: -4.5 | CHOP inhibitor: -8.1
CCOC(=O)C1=C(C)N=c2s/c(=C/c3ccco3)c(=O)n2C1c1cccc(OC)c1 (stereo unspecified)
  FXIIa inh 1536: 15.4 | TNF death inh: -6.6 | PPC-1+TRAIL kill: 15.7 | zVAD death inh: -0.3 | TbHK1 inh: -14.5 | Wee1 degr inh: -0.5 | EP2 antag: 4.4 | FXIa inh 1536: 8.1 | CHOP inhibitor: -1.0

# Entries from the list above with an aryl methoxy group, in the order listed:
SMILES,FXIIa inh 1536,TNF death inh,PPC-1+TRAIL kill,zVAD death inh,TbHK1 inh,Wee1 degr inh,EP2 antag,FXIa inh 1536,CHOP inhibitor
COc1cccc(NC(=O)N2CCCC2C(=O)NCC(C)C)c1 (stereo unspecified),15.6,0.0,0.2,-0.1,2.8,0.4,1.6,1.9,-1.0
COc1ccc(C2C3=C(CCCC3=O)Nc3nc(C(F)(F)F)nn32)cc1OC (stereo unspecified),18.5,-5.6,21.5,-0.5,-12.4,-0.7,11.4,3.6,-1.3
COc1cccc(-n2nnnc2SCC(=O)Nc2cccc(NC(C)=O)c2)c1,14.7,-1.9,12.0,0.6,2.9,-1.6,8.5,10.2,50.8
COc1cc(/C=C/C(=O)OC(C)C(=O)Nc2c(C)n(C)n(-c3ccccc3)c2=O)ccc1OCC#N (stereo unspecified),8.8,-0.4,21.0,0.7,-10.8,-3.1,6.0,1.1,4.0
COc1ccc(/C=N/NC(=O)c2cccnc2)cc1Cn1nc([N+](=O)[O-])c(Br)c1C,6.9,-6.3,13.6,0.1,-27.8,3.6,13.9,-4.1,-12.5
COc1cccc(C(=O)Nc2ncc3c(n2)CC(C)CC3=O)c1 (stereo unspecified),8.7,-0.9,14.0,0.3,1.3,-0.8,14.5,-4.5,-8.1
CCOC(=O)C1=C(C)N=c2s/c(=C/c3ccco3)c(=O)n2C1c1cccc(OC)c1 (stereo unspecified),15.4,-6.6,15.7,-0.3,-14.5,-0.5,4.4,8.1,-1.0

# Not all compounds are listed, so the mix of outcomes need not match the whole.
